Screening results: PubChem BioAssay, The Scripps Research Institute Molecular Screening Center
proKLK7 act: activates the human kallikrein-7 zymogen. P49862. purified proKLK7, EDANS-DABCYL substrate fluorescence; 100% is mature enzyme control, 0% vehicle. activation, % at 7 µM. 370,000 tested, 0.9% active. AID 652039;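 active = activation above the mean of all tested compounds plus 3 SD, computed per campaign excluding outliers beyond control limits, cut at about 13% in these data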
Tn7 DDE FP: inhibitors of Tn7 peptide binding to human fibrin DD(E); inhibition, % at 8.3 µM; P02675; FP displacement of FITC-Tn7 peptide from fibrin DD(E); 0% = median of compound wells per plate; 370,000 tested, 0.13% active;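 active = inhibition above the mean of compounds falling within the control limits plus 3 SD of them, cut at about 14% in these data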;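 note: 0% = plate median of compound wells and 100% = 10 µM Aha-Tn7 peptide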
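Measure: % inhibition scaled between sample-field median and high-control FP; Test system: human fibrin DD(E); Quantity: 2 µM final DD(E) protein; Doses: one dose, 8.3 µM nominal; Schedule: compound with protein 10 min, then 3 h after probe, room temperature; Detection: fluorescence polarization; Medium: Tris buffer with calcium and detergent, pH 7.8.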
SIAE inh: human SIAE inhibition, primary screen. AID 1053197. SIAE FP-Rh probe binding, fluorescence polarization. inhibition, % at 9.66 µM. Q9HAT2. 370,000 tested, 0.69% active;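 active = inhibition above a cutoff: mean of compounds within the control limits plus 3 SD of those, cut at about 17% in these data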;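 note: 0% = plate median of compound wells and 100% = probe without SIAE protein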
TCR-CD3 inh: blocks the human TCR-CD3 interaction; TAMRA-labeled TCR probe fluorescence, biochemical; inhibition, % at 9.4 µM; 360,000 tested, 0.37% active; in the data active = inhibition above about 19%;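 note: recombinant mutant TCR 2C K166C tagged with TAMRA read by polarization; 0% = receptor in buffer alone and 100% = receptor with positive control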
UHRF1 MBD2 ctr: blocks human UHRF1 binding to methylated DNA; Q96T88; UHRF1 binding to methylated oligo, TR-FRET; inhibition, % at 4.4 µM; 370,000 tested, 0.75% active; AID 687016; in the data active = inhibition above about 21%;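 note: UHRF1 SRA domain binding a hemimethylated CpG hairpin DNA probe; 0% = median of test compound wells and 100% = reference inhibitor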
TDP2 inh: blocks human TDP2 phosphodiesterase activity; recombinant TDP2, T5PNP hydrolysis, p-nitrophenol absorbance 415 nm; inhibition, % at 12.8 µM; 370,000 tested, 0.34% active;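 active = inhibition above the mean of all tested compounds plus 3 SD, set per campaign, cut at about 25% in these data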;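 note: 0% = DMSO with enzyme and 100% = buffer with substrate but no TDP2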
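System: recombinant human TDP2 / Amount: 120 nM TDP2 per well / Also added: 5 mM T5PNP chromogenic substrate / Doses: 12.8 µM single point, 1% DMSO / Incubation: 2 h at 37 °C / Detection: p-Nitrophenol epi absorbance / Evaluation: % inhibition relative to enzyme-containing and enzyme-free wells / Repeats: singlicate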
LEDGF integ inh: blocks HIV-1 LEDGF/p75-dependent DNA integration | AID 743269 | inhibition, % at 3.7 µM | 370,000 tested, 0.64% active | TR-FRET IN-LEDGF/p75 DNA integration, Eu/Cy5;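 active = inhibition above the screen-wide mean plus 3 SD, cut at about 13% in these data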;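 note: signal is the Cy5 over europium emission ratio at 671 and 618 nm; 0% = plate median of compound wells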
PRMT1 inh: PRMT1 (human) inhibition, primary screen | Q99873 | 370,000 tested, 1.3% active | inhibition, % at 2.79 µM | recombinant PRMT1, activity-based probe fluorescence polarization;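 active = inhibition above about 21% made by adding two undisclosed values, limit read from the data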
Target sequence (Q99873 whole entry, looked up): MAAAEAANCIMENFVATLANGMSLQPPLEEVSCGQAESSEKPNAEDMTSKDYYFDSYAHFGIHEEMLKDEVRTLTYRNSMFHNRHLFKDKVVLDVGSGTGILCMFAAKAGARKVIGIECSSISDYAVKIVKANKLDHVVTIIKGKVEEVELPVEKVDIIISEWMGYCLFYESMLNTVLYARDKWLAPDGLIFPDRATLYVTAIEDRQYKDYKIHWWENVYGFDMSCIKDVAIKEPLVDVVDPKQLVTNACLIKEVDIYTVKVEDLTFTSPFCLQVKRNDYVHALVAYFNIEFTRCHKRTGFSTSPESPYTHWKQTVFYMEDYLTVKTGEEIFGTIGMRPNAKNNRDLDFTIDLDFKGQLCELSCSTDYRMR
DDE Tn6 FP inh: disrupts Tn6 cyclic peptide binding to fibrin D-Dimer-E complex | P02675 | Fibrin DD(E) TRITC-Tn6 fluorescence polarization displacement | inhibition, % at 8.3 µM | 370,000 tested, 0.21% active | AID 720509;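 active = inhibition above a per-campaign cutoff: mean of compounds within control limits plus 3 SD, cut at about 15% in these data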;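 note: 0% = median of all compound wells on the plate and 100% = blocking peptide control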
MBD2 inh: inhibitors of human MBD2 binding to methylated oligonucleotide | Q9UBB5 | TR-FRET | inhibition, % at 4.4 µM | 370,000 tested, 0.31% active; in the data active = inhibition above about 13%
Target sequence (Q9UBB5 whole entry, looked up): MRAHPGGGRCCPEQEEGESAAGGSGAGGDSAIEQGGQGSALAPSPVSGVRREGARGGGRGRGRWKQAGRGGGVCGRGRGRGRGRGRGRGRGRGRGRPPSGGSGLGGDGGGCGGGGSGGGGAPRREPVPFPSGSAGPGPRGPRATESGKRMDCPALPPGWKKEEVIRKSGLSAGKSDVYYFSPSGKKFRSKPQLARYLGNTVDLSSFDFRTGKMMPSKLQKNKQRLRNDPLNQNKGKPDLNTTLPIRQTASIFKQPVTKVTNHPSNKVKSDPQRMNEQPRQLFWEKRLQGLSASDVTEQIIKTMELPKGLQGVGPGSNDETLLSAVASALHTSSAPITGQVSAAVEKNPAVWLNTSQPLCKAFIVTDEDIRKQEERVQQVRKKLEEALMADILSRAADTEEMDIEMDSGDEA
The depositor's hits bear a star. Outcome played no part in choosing rows, and some 4.6% of all compounds hit somewhere here.

No.	proKLK7 act	Tn7 DDE FP	SIAE inh	TCR-CD3 inh	UHRF1 MBD2 ctr	TDP2 inh	LEDGF integ inh	PRMT1 inh	DDE Tn6 FP inh	MBD2 inh	canonical_smiles
1	0.1	-3.1	-16.9	-2.1	-0.8	3.7	-2.0	-1.7	-6.8	1.0	CC(=O)C1=C(C)N(Cc2ccc(Br)cc2)C(=S)NC1c1cccc(Cl)c1 (stereo not drawn)
2	0.5	-2.2	-1.1	-4.0	4.0	-4.0	6.8	-5.3	1.4	-0.7	O=C1CS/C(=C/C(=O)c2cccc(Cl)c2)N1
3	-1.0	-0.6	-6.2	-2.2	4.4	5.3	0.1	6.6	-3.6	-1.3	COc1ccccc1C1CCN(C(=O)c2cccs2)CC1
4	-0.2	-0.6	-5.2	0.1	-1.4	-2.3	-10.2	9.1	3.2	2.2	COc1ccc(/C(C)=N/NS(=O)(=O)c2ccccc2)c(OC)c1
5	-0.4	2.7	-0.5	4.2	2.2	-5.4	2.7	0.3	-0.3	0.4	CNC(=O)CN1C(=O)NC(c2ccccc2)(c2ccccc2)C1=O
6	0.7	-3.9	5.7	-2.4	-1.7	6.1	-1.0	1.0	5.4	1.8	COc1cccc(NC(=O)N2CCC(NC(=O)c3ccco3)CC2)c1
7	0.1	-4.5	-2.6	8.5	1.3	-10.2	3.0	2.6	0.4	3.9	CCOC(=O)c1c(NC(=O)CCC(=O)NCc2ccco2)sc2c1CCCC2
8	0.2	-2.3	1.7	-0.7	-2.3	-3.1	-0.3	-1.5	3.0	5.8	CN(C)c1ccc(NC(=O)CCn2c(=S)oc3ccccc32)cc1
9	0.6	0.9	-4.7	-12.1	2.2	-7.3	-2.5	5.7	0.9	0.4	COc1cccc(N2C(=O)C3NN=C(C(=O)CN4C(=O)c5ccccc5C4=O)C3C2=O)c1 (stereo not drawn)
10	-1.7	-2.6	6.7	5.4	-2.0	6.3	0.3	2.5	11.8	-3.0	COC(=O)CCCC1=CC2=CC(=O)C(C)(OC(=O)c3cccs3)C(=O)C2=CN1c1ccccc1 (stereo not drawn)
11	0.2	-3.0	-7.2	6.1	-2.5	3.0	3.9	-1.6	-1.4	0.2	COc1ccc(Br)cc1CN(C)C(=O)c1ccncc1
12	0.7	-10.5	3.3	-2.1	4.2	-14.8	1.9	-2.5	2.9	-1.5	COc1cc(C(=O)NCCNC(=O)C2CCCNC2=O)cc(OC)c1OC (stereo not drawn)
13	-0.2	6.2	1.6	-0.1	2.7	-4.1	1.1	-1.1	1.1	1.4	O=[N+]([O-])c1ccc(Oc2cccnc2)c([N+](=O)[O-])c1
14	-0.1	-0.7	-2.4	2.8	-2.0	8.9	-0.8	-5.2	3.9	-0.6	O=C(Nc1cccc(F)c1)N1CCCCCC1
15	0.0	-4.3	-1.6	-9.0	10.7	4.6	-2.5	0.3	-2.2	1.7	O=C(OCC1CCC=CO1)C1CCC=CO1 (stereo not drawn)
16	-0.8	-1.8	-20.9	15.3	15.8	-12.3	19.6*	13.9	-2.1	17.7*	O=Cc1ccc2oc3nc4n(c(=O)c3c(=O)c2c1)CCCS4
17	-0.3	-2.0	3.3	2.9	-0.7	1.3	-1.1	2.8	2.6	-3.0	Cc1nc([N+](=O)[O-])nn1C12CC3CC(CC(Br)(C3)C1)C2
18	-0.4	5.4	-10.0	-0.9	3.7	-23.6	0.9	9.1	-2.6	8.5	O=C(NC(=O)c1cnccc1C(F)(F)F)Nc1ccccc1
19	-0.1	7.1	-0.5	5.9	-0.4	-1.1	-2.6	-0.2	0.1	2.1	COc1ccc(Cl)cc1NC(=O)CCc1ccccc1
20	0.0	1.1	-0.2	1.9	-2.8	-0.8	-0.8	-2.8	1.1	-1.5	O=C(CC(=O)N/N=C\c1c(Cl)cccc1Cl)NCc1ccccc1

Fetched by compound from above:
No.	proKLK7 act	Tn7 DDE FP	SIAE inh	TCR-CD3 inh	UHRF1 MBD2 ctr	TDP2 inh	LEDGF integ inh	PRMT1 inh	DDE Tn6 FP inh	MBD2 inh	canonical_smiles
12	0.7	-10.5	3.3	-2.1	4.2	-14.8	1.9	-2.5	2.9	-1.5	COc1cc(C(=O)NCCNC(=O)C2CCCNC2=O)cc(OC)c1OC (stereo not drawn)
2	0.5	-2.2	-1.1	-4.0	4.0	-4.0	6.8	-5.3	1.4	-0.7	O=C1CS/C(=C/C(=O)c2cccc(Cl)c2)N1
10	-1.7	-2.6	6.7	5.4	-2.0	6.3	0.3	2.5	11.8	-3.0	COC(=O)CCCC1=CC2=CC(=O)C(C)(OC(=O)c3cccs3)C(=O)C2=CN1c1ccccc1 (stereo not drawn)

Screen by screen, quoted from above.
Entries 8–18 in proKLK7 act read 0.2, 0.6, -1.7, 0.2, 0.7, -0.2, -0.1, 0.0, -0.8, -0.3, -0.4

4 compounds out of the list, sorted by molecular weight, highest first.
No.	proKLK7 act	Tn7 DDE FP	SIAE inh	TCR-CD3 inh	UHRF1 MBD2 ctr	TDP2 inh	LEDGF integ inh	PRMT1 inh	DDE Tn6 FP inh	MBD2 inh	canonical_smiles
1	0.1	-3.1	-16.9	-2.1	-0.8	3.7	-2.0	-1.7	-6.8	1.0	CC(=O)C1=C(C)N(Cc2ccc(Br)cc2)C(=S)NC1c1cccc(Cl)c1 (stereo not drawn)
16	-0.8	-1.8	-20.9	15.3	15.8	-12.3	19.6*	13.9	-2.1	17.7*	O=Cc1ccc2oc3nc4n(c(=O)c3c(=O)c2c1)CCCS4
3	-1.0	-0.6	-6.2	-2.2	4.4	5.3	0.1	6.6	-3.6	-1.3	COc1ccccc1C1CCN(C(=O)c2cccs2)CC1
2	0.5	-2.2	-1.1	-4.0	4.0	-4.0	6.8	-5.3	1.4	-0.7	O=C1CS/C(=C/C(=O)c2cccc(Cl)c2)N1

Remaining list, next part
No.	proKLK7 act	Tn7 DDE FP	SIAE inh	TCR-CD3 inh	UHRF1 MBD2 ctr	TDP2 inh	LEDGF integ inh	PRMT1 inh	DDE Tn6 FP inh	MBD2 inh	canonical_smiles
21	-0.4	1.4	-0.8	4.0	19.9	10.6	-2.3	0.5	-0.9	1.8	O=C(Cn1cnc2c(NCc3ccccc3)ncnc21)N1CCN(c2ccccn2)CC1
22	-0.4	-1.6	-0.6	-9.5	0.9	-4.7	-0.8	0.5	-0.5	-0.5	NC1=C([N+](=O)[O-])C(c2ccccc2)C2=C(CCCC2=O)O1 (stereo not drawn)
23	0.4	-7.3	0.3	-2.2	2.0	-0.3	-5.3	8.0	6.3	1.5	FC(F)c1nc2nc(Cl)c(Cl)nc2[nH]1
24	2.5	1.2	2.0	3.9	-3.1	4.9	4.2	1.2	2.4	0.7	Nc1ncccc1C(=O)OCC(=O)NC1CCCCCC1
